GLP1R inv ag = qHTS of GLP-1 Receptor Inverse Agonists (Inhibition Mode); actives 1.6% (n = 410,000); HEK293 GLP-1R CRE-luciferase, luminescence, 24 h; GLP-1R form is constitutively active; Potency, µM (highest dose often 38.3 µM), for inactives: top-dose activity change, negative = inhibition, most hits filed as inhibitors; note: % is set by controls: 0 for no effect and ±100 for the full control effect; nearly all actives have a fitted effect of over 55% in size
Target sequence (P43220 whole entry, looked up): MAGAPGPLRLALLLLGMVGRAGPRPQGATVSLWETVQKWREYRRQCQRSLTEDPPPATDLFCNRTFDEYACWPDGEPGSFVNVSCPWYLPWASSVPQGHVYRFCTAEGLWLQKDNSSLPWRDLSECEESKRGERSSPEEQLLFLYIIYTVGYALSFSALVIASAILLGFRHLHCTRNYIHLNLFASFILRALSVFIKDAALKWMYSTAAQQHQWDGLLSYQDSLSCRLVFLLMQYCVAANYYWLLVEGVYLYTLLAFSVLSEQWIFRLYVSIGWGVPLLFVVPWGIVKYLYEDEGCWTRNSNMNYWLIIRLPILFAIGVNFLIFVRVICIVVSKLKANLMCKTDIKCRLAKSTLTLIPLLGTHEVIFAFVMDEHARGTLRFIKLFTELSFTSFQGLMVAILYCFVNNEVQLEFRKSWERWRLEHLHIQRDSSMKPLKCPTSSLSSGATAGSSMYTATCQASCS
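qHTS in 1536-well format: reporter HEK293 cells expressing constitutive GLP-1R activity in DMEM + 10% Nu serum, 24 hr with compounds at 37 deg C, luminescence read after 12 min with detection reagent.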
GLP-1R agonist = qHTS of GLP-1 Receptor Agonists; Potency, µM (top dose mostly 45.6 µM), without a hit: top-dose activation, actives largely listed as activators; HEK293 GLP-1R CRE-luciferase, luminescence, 4-6 h; cells express a hypersensitive GLP-1R form; Glucagon-like peptide 1 receptor (Homo sapiens), P43220; actives 0.007% (n = 380,000); note: % of control where 0% means no effect
HT1080NT lethal = qHTS for induction of synthetic lethality in tumor cells producing 2HG: qHTS for the HT-1080-NT fibrosarcoma cell line | actives 1.6% (n = 360,000) | HT-1080-NT fibrosarcoma viability, CellTiter-Glo ATP luminescence, 48 h | Potency, µM (doses to about 46.1 µM), for the others: top-dose activity, negative = less viability, most hits filed as cytotoxic;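 note: NT is the 2HG producing partner of a matched IDH1 knockdown line; 0% = DMSO-treated cells and -100% = media-only wells without cells; nearly all actives have a fitted effect of over 55% in size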
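Compounds were tested in concentration-response format on HT-1080-NT cells for 48 hours at 37 degrees C. Cell viability came from CellTiter-Glo luminescence; curves were classified by r2, response magnitude and activity.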
KB-V1 cytotox = qHTS assay for MDR1-selective chemotherapeutics: Primary screen using the drug-selected MDR subline cells KB-V1; actives 3.4% (n = 400,000); KB-V1 MDR cells viability, CellTiter-Glo, 72 h; Potency, µM (titrated, usually from 46.1 µM), for inactives: top-dose activity change, negative = cytotoxicity, most hits filed as cytotoxic; note: % is set by controls: 0 for no effect and ±100 for the full control effect; nearly all actives have a fitted effect of over 60% in size
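Following 72 h at 37 degrees C with compound, KB-V1 cell viability was read by CellTiter-Glo luminescence, medium being phenol-red-free DMEM plus 10% FBS; concentration-response parameters came from normalized, curve-fitted qHTS data.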
HT1080 IDH1KD tx = qHTS for induction of synthetic lethality in tumor cells producing 2HG: qHTS for the HT-1080-IDH1KD cell line; actives 2% (n = 360,000); Potency, µM (series often up to 46.1 µM), without a hit: at the highest dose activity, negative = toxicity, hits mostly cytotoxic; HT-1080 IDH1 knockdown viability, ATP luminescence, 48 h;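 note: 0% = DMSO wells and -100% = cell-free medium wells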
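Knockdown cells (IDH1KD HT-1080) received compounds 2 h after plating at 750 cells/well and were kept 48 h at 37 °C in 5% FBS RPMI. A CellTiter-Glo luminescence read gave % activity for curve fitting.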
SW480 rerep = A quantitative high throughput screen for small molecules that induce DNA re-replication in SW480 colon adenocarcinoma cells. SW480 DNA re-replication, Hoechst DNA content imaging, 48 h. Potency, µM (top dose mostly 46.1 µM), for the others: at the highest dose re-replication activation, usual class: activators. actives 1.8% (n = 340,000). AID 624297, 2012; note: % of control where 0% means no effect; nearly all actives have a fitted effect of over 55% in size
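DNA re-replication was detected as more nuclei of elevated Hoechst intensity after 48 hr exposure to compound (23 nL pinned per well of 250 cells).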
TDP-43 yeast inh = qHTS of TDP-43 Inhibitors; actives 1.8% (n = 410,000); TDP-43 expressing yeast growth rescue, BacTiter-Glo, 24 h; Potency, µM (highest dose often 46.1 µM), inactives show top-dose growth rescue (activation), actives largely listed as activators; AID 652104, 2013; note: % of control where 0% means no effect; nearly all actives have a fitted effect of over 50% in size
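Cell-based yeast growth screen: TDP-43 expression induced in galactose, inoculum OD600=0.02 after raffinose pregrowth to mid-log. Read-out BacTiter-Glo luminescence at 24 hr, 30 deg C; inhibition of toxicity seen as signal increase.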
GLP1R cytotox = qHTS of GLP-1 Receptor Inverse Agonists: Cytotox Screen; HEK293 cAMP-luciferase reporter cells, luminescence, 24 h; Potency, µM (titrated, usually from 38.3 µM), for inactives: at the top dose activity change, negative = inhibition, most hits filed as inhibitors; actives 0.13% (n = 410,000); AID 624418, 2012;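 note: loss of luciferase light is scored as toxicity; % is set by controls: 0 for no effect and ±100 for the full control effect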
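Compound-treated cells are incubated 24 hr at 37 deg C under 5% CO2 after a 12 hour attachment period, then luciferase detection reagent is added and luminescence is measured following 12 min at room temperature; lowered signal indicates toxicity.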
KB-3-1 cytotox = qHTS assay for MDR1-selective chemotherapeutics: Primary screen using the parental adenocarcinoma cell KB-3-1; Potency, µM (highest dose often 46.1 µM), inactives show at the top dose activity change, negative = cytotoxic, most hits filed as cytotoxic; actives 1.4% (n = 400,000); KB-3-1 viability, CellTiter-Glo ATP luminescence, 72 h; AID 1347075, 2019; note: % is set by controls: 0 for no effect and ±100 for the full control effect; nearly all actives have a fitted effect of over 60% in size
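72 h, 37 °C compound treatment of KB-3-1 parental cells; CellTiter-Glo added, 10 min, luminescence read. Data corrected against DMSO-only plates and normalized before curve fitting.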
* hit, by the source's call; u = inconclusive; x = no result given; & = joins results of further samples; [ ] = another dose, or the depositor's remark. Calls come from the whole dose curve; as a rule, active = well fitted curve in the direction sought with a large enough effect; inconclusive = small, poorly fitted or top-dose-only effect, or another doubt; inactive = no such curve, though single readings can be large; an effect the other way counts as inactive or inconclusive. Potency is the fitted concentration of half-maximal effect. An unsorted share of the library (roughly 9.4% active in at least one column).

SMILES	GLP1R inv ag	GLP-1R agonist	HT1080NT lethal	KB-V1 cytotox	HT1080 IDH1KD tx	SW480 rerep	TDP-43 yeast inh	GLP1R cytotox	KB-3-1 cytotox
N#CCCC(C#N)(c1cccnc1)N1CCOCC1 (stereo not given)	-3%	-2%	2%	26%	5%	x	18%	10%	u
O=C(CNC(=O)C1COc2ccccc2O1)N/N=C\c1ccc(Br)cc1 (stereo not given)	10µM*	13%	0%	u	0%	-10%	1%	3%	0%
NNC(=O)CCc1nc2ccc(O)cc2[nH]1	12%[7.66 µM]	5%	11%	u	16%	-2%	2%[9.22 µM]	13%[7.66 µM]	-4%
O=C(NCCc1ccc2c(c1)OCCO2)c1cccc(S(=O)(=O)N2CCCC2)c1	-20%	5%	-1%	-15%	-2%	0%	8%	-2%	-3%
Cc1ccc(NS(=O)(=O)c2ccc(Cl)c(C(=O)Nc3ccccc3-c3nc4ccccc4[nH]3)c2)cc1C	u	13%	6.5µM*	7.3µM*	8.2µM*	8.2µM*	11%	6%	u
COc1ccc(NC(=O)CSc2nc(C3CC3)nc3ccccc23)cc1	u	15%	u	u	u	13µM*	-3%	-17%	u
CCOC(=O)C1=C(C)OC(N)=C(C#N)C1c1ccccc1 (stereo not given)	8%	1%	-13%	-1%	1%	-3%	-1%	0%	-6%
CC(C)(C)C1(O)CC(C(F)(F)F)=NN1C(=O)CCCc1ccccc1 (stereo not given)	u	5%	-3%	6%	-15%	6%	-6%[9.22 µM]	9%	-1%
O=C(NCc1ccccn1)c1cn(Cc2ccccc2)nn1	-1%	-5%	-2%	-3%	-2%	-2%	3%	-15%	9%
CC[C@@H](C)[C@@H](CO)NC(=O)[C@H]1O[C@@H](n2cnc3c(N)ncnc32)[C@H](O)[C@@H]1O	22%	-6%	6%	9%	15%	x	0%	0%	0%
O=C(NC12CC3CC(CC(C3)C1)C2)C1CCCN1C(=O)Nc1ccccc1 (stereo not given)	11%	7%	7%	-19%	6%	-9%	14%	5%	0%
CCN1CCN(C(=O)c2sc3ncnc(N4CCc5ccccc5C4)c3c2C)CC1	18%	10%	-5%	-6%	-21%	-17%	3%	-6%	-10%
Oc1[nH]c2ccccc2c1N=NC(=S)N1CCOCC1	u	2%	u	u	u	u	u	u	u
Cn1c(SCC(=O)NCc2ccco2)nnc1C1CCCC1	9%	-3%	25%	10%	12%	1%	-2%	-9%	7%
CCC/C(=N/NC(=O)c1ccc2c(c1)OCO2)c1cccs1	-1%	-1%	7%	u	22%	-142%[inhibitor]	6%	-8%	-2%

Look-ups from the entries so far:
Value of CC(C)(C)C1(O)CC(C(F)(F)F)=NN1C(=O)CCCc1ccccc1 (stereo not given) in GLP1R cytotox: 9%
Value of CCN1CCN(C(=O)c2sc3ncnc(N4CCc5ccccc5C4)c3c2C)CC1 in KB-V1 cytotox: -6%

The list continues:
SMILES	GLP1R inv ag	GLP-1R agonist	HT1080NT lethal	KB-V1 cytotox	HT1080 IDH1KD tx	SW480 rerep	TDP-43 yeast inh	GLP1R cytotox	KB-3-1 cytotox
Cc1ccc(NC(=O)NC(=O)N(C2CCCCC2)S(=O)(=O)c2ccccc2)cc1	-5%	3%	5%	18%	3%	-5%	16%	3%	2%
COCCn1cnc2c1c(=O)n(CC(=O)NC1CCCCC1)c(=O)n2Cc1ccccc1	-13%	-5%	10%	2%	7%	x	6%	0%	4%
CN(CC(=O)Nc1c(Cl)cccc1Cl)C(=O)CCC(=O)c1ccccc1	4%	14%	2%	u	7%	-5%	26%	4%	-5%
Cc1cc(OCc2cc(C(=O)N(C)C3CCOC3)no2)cc(C)c1Cl (stereo not given)	u	0%	-5%	u	-19%	15%	13µM*	-9%	u
O=C(Nc1ccc2oc(-c3cccc4c(Br)cccc34)nc2c1)c1ccc(F)cc1	4%	x	x	9%	x	x	24%	-3%	7%
CC(C)OC(=O)NCCOC(=O)Nc1ccc(Cl)cc1	u	-5%	2%	-26%	0%	-18%	-20%	6%	-26%
N#Cc1c(-c2ccccc2)cc2nc3ccccc3n2c1N	14%	23%	-7%	-6%	-18%	5%	-12%[9.22 µM]	18%	0%
O=C(CN1CCSc2ccccc21)N1CCN(c2ccc(F)cc2)CC1	u	-8%	x	u	x	x	22%	-9%	1%
Cc1ccccc1NC1=C(Cl)C(=O)OC1NC(=O)c1ccccc1 (stereo not given)	14%	-5%	-6%	-17%	-1%	-4%	-2%	-12%	-4%
COC(=O)Nc1nnc(-c2ccco2)s1	17%	9%	15%	26%	10%	-10%	-16%	3%	5%
COc1cc(CN2CCCC(CO)(Cc3cccc(Cl)c3)C2)cc2c1OCO2 (stereo not given)	u	14%	u	-22%	16µM*	0%	0%	-19%	-4%
Cc1cccc(NC(=O)COc2cccc3c2CCNC3=O)c1	13%	7%	-6%	-27%	-1%	x	17%	-10%	-2%
CCCCN1CC[C@H]2C=CC[C@@H](C(=O)Nc3ccc(OC)cc3)[C@H]2C1=O	-20%	-5%	4%	u	7%	-35%[inhibitor]	19%	9%	15%&-2%
C[C@@H]1C(=O)O[C@@H]2[C@H](O)C34[C@H]5C[C@@H](C(C)(C)C)C36[C@H](OC(=O)[C@@H]6O)OC4(C(=O)O5)[C@@]12O (stereo not given in full)	13%	6%	-1%	0%	-2%	u	-14%	2%	3%
CCCCN1CNC(=S)N(CCc2ccccc2)C1	u	7%	6%	1%	8%	1%	0%	u	3%
COc1ccccc1OCCC(=O)OCC(=O)Nc1ccc2c(c1)OCO2	4%	1%	-2%	u	-3%	1%	1%	14%	-4%
CN1CCN(C(=O)CNc2ccc(C(F)(F)F)cc2[N+](=O)[O-])CC1	-21%	1%	-7%	-13%	-21%	-4%	0%	10%	-13%
NCCOc1ccccc1-c1ccccc1	u	11%	1%	5%	2%	1%	-30%[inhibitor]	-21%	-7%
O=C(OCc1c(F)cccc1Cl)c1cc([N+](=O)[O-])ccc1N1CCOCC1	u	u	-15%	-1%	-24%	-59%[inhibitor]	6%	-15%	14%
C[C@@H]1CN([C@H](C)CO)C(=O)CCCn2nncc2CO[C@H]1CN(C)S(=O)(=O)c1ccc2c(c1)OCCCO2	20%	-3%	11%	-2%	13%	x	0%	-2%	28%
Cc1ccc(NC(=O)c2nc[nH]c2C(=O)N2CCc3ccccc3C2)cc1	-3%	-4%	10%	-8%	15%	2%	8%	2%	19%
C=CCN(CC=C)C(=O)COC(=O)c1n[nH]c2ccccc12	6%	-1%	-14%	2%	9%	-5%	1%	14%	11%
Cc1ccc2c(c1)nc1c3ccccc3nc(-c3ccccc3N)n21	5%	25%	-1%	u	14%	x	u	5%	0%
Cc1cccc(C)c1NC(=O)C1C(c2ccccc2)=Nc2ccccc2N1C(=O)c1cnccn1 (stereo not given)	0%	x	-14%	-17%	17%	x	-2%	8%	18%
CCOC(=O)c1ccc(NC(=S)NC(=O)C2CCCC2)cc1	u	4%	-7%	24%	0%	-8%	0%	u	4%
NNC(=O)CCn1nnc2ccccc21	5%	-3%	-4%	20%	0%	1%	-17%	1%	7%
CC(=O)Nc1ccccc1NC(=O)c1cc(C)ccc1C	0%	2%	7%	1%	5%	-3%	24%	-7%	6%
CCCCOc1ccc(C2=NNC(=O)CC2)cc1	-22%	19%	u	0%	u	53%	10%	7%	-19%
CCCC(=O)N(CCN1CCOCC1)c1nc2cc(C)c(C)cc2s1	u	12%	2%	0%	-2%	5%	-9%	-2%	13%
O=C(COc1ccccc1)NCCc1csc(-c2cccc(F)c2)n1	9%	x	x	-10%	x	x	u	0%	-1%

Four entries picked at random from the list so far, as already listed:
SMILES	GLP1R inv ag	GLP-1R agonist	HT1080NT lethal	KB-V1 cytotox	HT1080 IDH1KD tx	SW480 rerep	TDP-43 yeast inh	GLP1R cytotox	KB-3-1 cytotox
C=CCN(CC=C)C(=O)COC(=O)c1n[nH]c2ccccc12	6%	-1%	-14%	2%	9%	-5%	1%	14%	11%
CCC/C(=N/NC(=O)c1ccc2c(c1)OCO2)c1cccs1	-1%	-1%	7%	u	22%	-142%[inhibitor]	6%	-8%	-2%
NNC(=O)CCn1nnc2ccccc21	5%	-3%	-4%	20%	0%	1%	-17%	1%	7%
O=C(COc1ccccc1)NCCc1csc(-c2cccc(F)c2)n1	9%	x	x	-10%	x	x	u	0%	-1%

Remaining list, next part:
SMILES	GLP1R inv ag	GLP-1R agonist	HT1080NT lethal	KB-V1 cytotox	HT1080 IDH1KD tx	SW480 rerep	TDP-43 yeast inh	GLP1R cytotox	KB-3-1 cytotox
CCOc1ccc(-c2[nH]nc3c2C(c2cccnc2)C(C#N)=C(N)O3)cc1 (stereo not given)	6%	16%	-4%	5%	2%	3%	-13%	-15%	0%
O=C(Cn1nc(C(=O)O)c2ccccc2c1=O)Nc1cccc(Br)c1	11%	11%	15%	-2%	18%	-4%	-11%	-2%	8%
O=C(N/N=C\c1c(O)ccc2ccccc12)c1ccc(Cn2cccn2)o1	-35%	-1%	u	u	u	u	-2%	128%[activator]	16µM*
Cc1cc(NO)nc(-c2ccc(Br)cc2)n1	0%	-9%	10µM*	-15%	-8%	9%	-16%	3%	-8%
CCCS(=O)(=O)Nc1c(C(=O)OC)[nH]c2ccccc12	1%	2%	-10%	-27%	-4%	-388%[inhibitor]	-23%	-2%	1%
CN1CCc2c(sc3c2c(=O)n(-c2ccccc2)c2nnc(SCc4ccc(F)cc4)n32)C1	19%	4%	2%	14%	0%	-36%	8%	-8%	1%
CCn1nc(C)c(NS(=O)(=O)c2ccccc2)c1C	15%	11%	4%	u	-2%	0%	-13%	17%	u
Cc1cc(C(F)(F)F)c(C#N)c(Sc2ccccc2)n1	15%	0%	23%	11%	16%	-1%	-11%	-5%	1%
CSc1nc(C=Nc2ccccc2Cl)c(O)n1Cc1cccc(Cl)c1	-2%	1%	4%	12%	8%	-18%	-6%	-4%	-3%

Screening results (PubChem BioAssay)
